Source: PubChem BioAssay (National Center for Advancing Translational Sciences (NCATS))
DT40 TDP1 no CPT – qHTS for Inhibitors of human tyrosyl-DNA phosphodiesterase 1 (TDP1): qHTS in cells in absence of CPT | 420,000 compounds, 15% hits | DT40 Tdp1-/- hTDP1 cells, no CPT, ATP luminescence, 48 h | AID 686978, 2013 | Potency, µM (titrated, usually from 46.2 µM), for inactives: at the top dose activity change, negative = growth inhibition, hits mostly inhibitors; further: nearly all actives have a fitted effect of over 55% in size
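Stably hTDP1-transfected Tdp1-null chicken DT40 cells were treated with library compounds minus camptothecin and grown for at least 48 hr at 37 °C, after which cellular ATP was quantified by luminescence.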
TDP1 block – inhibitors of human tyrosyl-DNA phosphodiesterase TDP1; recombinant TDP1, AlphaScreen DNA substrate cleavage; Potency, µM (highest dose often 130 µM), for the others: at the top dose activity change, negative = inhibition, usual class: inhibitors; 350,000 compounds, 0.28% hits; AID 485290; further: nearly all actives have a fitted effect of over 40% in size
Target sequence (Q9NUW8 whole entry, looked up): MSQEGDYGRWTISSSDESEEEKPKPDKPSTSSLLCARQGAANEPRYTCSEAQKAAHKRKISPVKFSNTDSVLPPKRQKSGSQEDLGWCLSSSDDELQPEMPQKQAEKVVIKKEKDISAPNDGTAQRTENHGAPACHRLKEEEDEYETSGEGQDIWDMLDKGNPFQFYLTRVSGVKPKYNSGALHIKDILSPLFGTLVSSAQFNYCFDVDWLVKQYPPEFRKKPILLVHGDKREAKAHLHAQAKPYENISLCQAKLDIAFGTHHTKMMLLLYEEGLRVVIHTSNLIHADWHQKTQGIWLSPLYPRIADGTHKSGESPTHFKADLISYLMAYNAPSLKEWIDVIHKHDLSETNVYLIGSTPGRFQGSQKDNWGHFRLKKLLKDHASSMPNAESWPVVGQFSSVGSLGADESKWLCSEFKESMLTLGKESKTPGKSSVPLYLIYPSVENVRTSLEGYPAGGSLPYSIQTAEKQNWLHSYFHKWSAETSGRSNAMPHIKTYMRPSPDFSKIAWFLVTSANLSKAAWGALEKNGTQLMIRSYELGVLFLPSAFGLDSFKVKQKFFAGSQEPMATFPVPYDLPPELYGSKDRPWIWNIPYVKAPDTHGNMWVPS
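Recombinant E. coli-expressed Tdp1 (1 nM) preincubated with compound 15 min at RT, then 5'-biotin/3'-phosphotyrosine-FITC DNA substrate (15 nM) added for 5 min. AlphaScreen beads (10 ug/ml) added, 10 min RT; tyrosine-FITC cleavage read as signal loss.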
N370S GC – inhibitors or activators of N370S glucocerebrosidase for Gaucher disease. P04062. Potency, µM (top dose mostly 59.4 µM), inactives show top-dose activity change, negative = inhibition, usual class: inhibitors. AID 2101. 330,000 compounds, 0.092% hits. N370S GC spleen homogenate, 4MU-glucoside fluorescence;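 further: 0% = full enzyme activity and -100% = no enzyme basal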
Active calls of the source: *; u = inconclusive; x = no result given; & = joins results of further samples; [ ] = dose if it differs, or a comment. The call rests on the fitted dose curve; in most records, active means well fitted curve in the direction sought with a large enough effect; inconclusive means small, poorly fitted or top-dose-only effect, or another doubt; inactive means no such curve, though single readings can be large; an effect the other way counts as inactive or inconclusive. Unless noted, on the % scale 0 is the no-effect control and ±100 the full control effect; potency means the concentration at half of the fitted maximal effect. Only part of the results is shown, so the mix of outcomes need not match the whole.

SMILES	DT40 TDP1 no CPT	TDP1 block	N370S GC
CC(=O)N1CCN(C(=S)Nc2ccc(Oc3ccccc3)cc2)CC1	u	5.1%	-4.6%
O=C(CN(c1ccc(F)cc1)S(=O)(=O)c1ccccc1)NCCSC1CCCCC1	u	0.0%	-1.4%
O=C(NC1CCCCCC1)c1cc(S(=O)(=O)N2CCOCC2)ccc1N1CCCCC1	u	2.0%	-12.6%
Cc1nn(CCOc2ccccc2)c(=O)n1-c1ccccc1	0.1%	2.0%	3.2%
CCCN(CC(=O)Nc1ccccc1OC)C(=O)c1cccc(S(=O)(=O)NCc2ccccc2)c1	-28.2%	-0.3%	-1.5%
CC1=C(C(=O)N2CCCC(N3CCN(c4cccc(C(F)(F)F)c4)CC3)C2)OCCO1 (stereo not drawn)	u	2.0%	-4.8%
CN(C)N=Nc1ccc2nc[nH]c2c1	-13.4%	12.6%	14.1%
CCOc1ccc(-n2c(=O)c3c(C)c(C(=O)N(C)C)sc3n(Cc3cc(C)ccc3C)c2=O)cc1	1.4%	-2.5%	x
O=C(COC(=O)c1cc(S(=O)(=O)N2CCOCC2)ccc1Cl)Nc1ccccc1Cl	0.4%	x	-0.3%
CC(=O)Nc1cccc(Oc2ccc3c(c2)C(=O)NC3=O)c1	0.6%	x	-4.8%
N#CC1(C#N)C(c2ccccc2)OC23CCCCCC2C1(C#N)C(=N)O3 (stereo not drawn)	-27.9%	0.0%	17.4%
COc1ccc(OC)c(NC(=O)CSc2c3c(nc4ccccc24)CCCC3)c1	7.31µM*	7.0%	x
CC1=C/C(=N\OC(=O)/C=C/c2ccccc2)C(C)=CC1=O	u	4.1%	2.9%
CCOC(=O)N1CCN(Cc2cn[nH]c2-c2cccc3ccccc23)CC1	u	2.6%	-2.7%
CN(C)CCCNc1c(C(=O)O)cnc2c1cnn2C	x	4.8%	2.1%
CC1CCC(C(C)C)C(OP(=O)(c2ccc(N(C)C)cc2)C(O)c2cccnc2)C1 (stereo not drawn)	x	1.3%	-3.3%
CC(C)Cn1c(N)c(C(=O)NCc2cccs2)c2nc3ccccc3nc21	20.6µM*	x	u
COC(=O)c1ccc(COc2cccc3c2CCN(Cc2ccccc2)C3=O)o1	u	1.9%	7.6%
COc1cc(CC(=O)OCC(=O)Nc2ccc(N3CCOCC3)cc2)cc(OC)c1OC	7.3%	0.0%	-23.5%
O=C(NCc1cccs1)C1CCCN(c2nc3ccccc3o2)C1 (stereo not drawn)	-2.6%	7.3%	-5.6%
CC1Cc2ccccc2N1C(=O)COC(=O)c1ccc(N(C)C)cc1 (stereo not drawn)	u	2.0%[56.1 µM]	x
CCC1Oc2ccc(C)cc2N(CC(=O)NCCC2=CCCCC2)C1=O (stereo not drawn)	u	-1.1%	-1.9%
C=CCNc1nc(-c2ccccn2)nnc1-c1ccccc1	u	9.6%	-2.7%
Fc1ccc2[nH]c3c(N4CCN(c5ccccc5)CC4)ncnc3c2c1	4.61µM*	12.2%	4.4%
Cc1ccc(NC(=O)c2ccc(F)cc2)cc1S(=O)(=O)N1CCCCCC1	-28.8%	6.5%	15.4%
Continuation.
SMILES	DT40 TDP1 no CPT	TDP1 block	N370S GC
O=[N+]([O-])c1ccc(S(=O)(=O)N2CCN(Cc3c[nH]c4ccccc34)CC2)cc1	u	0.5%	-7.8%
CC1(C)CC(=O)C=C(Nc2ccccc2O)C1	3.7%	-0.5%	-1.0%
O=C(NNc1ccc(-c2csnn2)cc1)c1ccccc1C(F)(F)F	2.1%	3.8%	0.2%
Cc1nc(S(=O)(=O)N2CCOCC2)c(C#N)c(C)c1Cl	-11.2%	2.9%	1.7%
CCCn1c(SCC(=O)NCCCN2CCCC2=O)nc2ccccc2c1=O	-16.8%	-0.3%	x
O=C(Nc1ccc(N2CCN(C(=O)c3ccc(Cl)cc3)CC2)cc1)c1cccs1	8.0%	6.0%	-2.6%
CC1(C)CCC2(C(=O)O)CC[C@]3(C)C(=CCC4[C@]5(C)CCC(O)C(C)(C)C5C(O)C[C@]43C)C2C1 (stereo partly drawn)	-15.9%	-8.5%[56.1 µM]	4.8%
O=C(c1cccs1)n1nc(-c2ccco2)nc1SCc1ccccc1	-11.4%	5.6%	-5.1%
C=CCn1c(SCC(=O)NNC(=O)Nc2cccc(Cl)c2)nnc1-c1ccccc1	6.7%	x	6.3%
CCN(CC)c1ccc2nc3c(=O)n(C)c(=O)n(C)c3nc2c1	u	2.7%	x
COc1cc(/C=N/N(CCO)C2=NS(=O)(=O)c3ccccc32)cc(OC)c1OC	u	x	-10.7%
CC(CN1CCC(O)CC1)c1ccccc1 (stereo not drawn)	0.9%	x	-5.6%
CCCCCOC(=O)Cn1c(N2CCOCC2)nc2c1c(=O)[nH]c(=O)n2C	-16.1%	4.8%	-25.4%
CC(C)(C)OC(=O)C[C@@H]1C/C=C\C[C@H](CC(=O)NCCO)C(=O)N2CCC[C@@H]2COC1=O	-13.8%	0.3%	x
C/C(=N\NC(=O)c1nn(C)cc1Cl)c1ccncc1	3.8%	4.7%	-13.5%
CCOC(=O)c1sc(=NC(=O)c2cc(OC)c(OC)c(OC)c2)n(C)c1C	-14.7%	-1.0%	3.5%
COCC(=O)Nc1nc(-c2ccccc2)ns1	-2.6%	-0.7%	5.3%
O=C(NC1CC1)c1cccc(S(=O)(=O)Nc2ccccc2F)c1	-3.7%	x	-3.9%
Cn1nnnc1SCCCNCc1ccccc1OCc1ccccc1Cl	4.61µM*	0.5%	x
CCn1c(CSc2nnc(-c3ccoc3C)n2C)nc2cc(S(=O)(=O)N(C)C)ccc21	2.1%	0.0%	5.4%
CCOC(=O)c1ccccc1NC(=O)CSc1nc(=O)[nH]c2c1CCCC2	-13.4%	0.0%	x
COc1cccc(NC(=O)NC2CCCc3ccccc32)c1 (stereo not drawn)	u	x	-12.8%
O=C(CSc1n[nH]c(-c2ccccc2Cl)n1)N1CCN(c2ccccc2F)CC1	u	5.4%	x
O=C(c1ccc(Cl)c(S(=O)(=O)N2CCCC2)c1)N1CCN(c2ccc(F)cc2)CC1	13µM*	-8.6%	2.4%
NC(=O)c1ccc(NC(=O)COC(=O)c2cc(S(=O)(=O)N3CCOCC3)ccc2N2CCCCC2)cc1	-16.6%	0.0%	-3.9%
(list continues)
SMILES	DT40 TDP1 no CPT	TDP1 block	N370S GC
COC(=O)c1c2c(nc3ccccc13)CCC2	u	5.3%	18.6%
CCCNC(=O)NNC(=O)c1ccc(F)cc1	u	-11.4%	-13.9%
O=C(CSc1nc2[nH]ncc2c(=O)[nH]1)N1CCCC1	3.2%	0.6%	-0.5%
CCC(=O)N1CCc2cc(S(=O)(=O)NC(Cc3ccccc3)C(=O)Nc3cccc(OC)c3)ccc21 (stereo not drawn)	u	4.7%	x
O=C(c1ccccc1Cl)N1N=C(c2ccc(Br)cc2)CC1c1nc2ccccc2[nH]1 (stereo not drawn)	16.4µM*	5.3%	14.3%
COc1cc(O)c(C(CCN2CCCC2)c2ccc(N(C)C)cc2)c(OC)c1 (stereo not drawn)	20.6µM*	26.2%&11.8%	-5.4%&-22.6%
COC(=O)c1sc(-c2ccc(Cl)cc2)cc1NC(=O)CSCC(=O)O	3.0%	2.6%	u
Cn1ncc(C(=O)Nc2ccc(OC(F)(F)F)cc2)c1-n1cccc1	-21.9%	-1.3%	9.1%
O=c1cc(-c2cccc(F)c2)[nH]c2ccc(Cl)cc12	x	-1.0%[234 µM]	11.1%[89.1 µM]
Cc1cc(C(F)(F)F)c(C#N)c(SCC(=O)NC(C)(C)C)n1	-15.5%	-4.4%	7.2%
O=S(=O)(c1ccc(Oc2ccc(S(=O)(=O)N3CCOCC3)cc2)cc1)N1CCOCC1	u	2.0%	2.5%
NC(=O)c1ccsc1NC(=O)CSc1nc2ccccc2c(=O)n1CCCO	u	2.6%	u
CC(=O)Nc1ccc(CN2CCCCCCC2)cc1	-24.0%	-6.8%	-9.6%
Cc1ccc(NS(=O)(=O)c2cccc(C(=O)NCC(c3cccs3)N3CCOCC3)c2)cc1 (stereo not drawn)	u	-0.5%	x
Nc1nc2ncc(-c3ccsc3)c(N)n2n1	-15.8%	6.3%	-1.6%
COc1cccc(/C=N/NC(=O)C(=O)N2CCCCCC2)c1O	u	0.6%	0.8%
CCOC(=O)C1=C(C)NC(C)=C(C(=O)OCC)C1C(=O)OCC(=O)N(CC)C1CCS(=O)(=O)C1 (stereo not drawn)	-0.9%	0.0%	3.9%
O=C(Nc1cc(C(F)(F)F)ccc1Cl)c1nc2ccccc2nc1N1CCCCC1	u	0.5%	x
O=C(CCN1C(=O)C2C3CCC(C3)C2C1=O)Nc1ccccc1C(F)(F)F (stereo not drawn)	-15.0%	-3.7%	5.2%
CCC(C)[C@H](NC(=O)Nc1ccc2c(c1)OCCO2)C(=O)OC (stereo partly drawn)	-11.9%	x	5.0%
O=C(CS(=O)(=O)c1cn(CC(=O)N2CCOCC2)c2ccccc12)Nc1ccccc1	-0.6%	3.5%	-9.2%
COCCNC(=O)C1(S(=O)(=O)c2ccccc2)CC=CC1	-7.9%	x	-5.3%
COc1ccc(-n2c(C)cc(C(=O)COC(=O)c3cc(OC)c(OC)cc3NC(=O)c3cccs3)c2C)cc1	u	2.6%	-24.0%
OCCC1CN(Cc2ccc(Oc3ncccn3)cc2)CCN1C1CCCCC1 (stereo not drawn)	-8.0%	x	0.3%
CC(OC(=O)c1ccc(Cl)c(S(=O)(=O)N2CCOCC2)c1)C(=O)NC1CCCCC1C (stereo not drawn)	u	-2.3%	-2.8%
Going on with the list.
SMILES	DT40 TDP1 no CPT	TDP1 block	N370S GC
Cc1ccc(/C(O)=C2/C(=O)C(=O)N(CCCn3ccnc3)C2c2ccccn2)cc1 (stereo not drawn)	x	-1.1%	2.3%
Cc1cc(C)nc(N2CCCC(C(=O)Nc3ccc4c(c3)OCCO4)C2)n1 (stereo not drawn)	-21.0%	-1.9%	4.3%
COc1cc(NC(=O)c2sc(C)nc2C)c(OC)cc1NC(=O)c1ccccc1	16.4µM*	x	-24.5%
Cc1cccc(N(C(=O)c2snc(C(N)=O)c2N)C(C(=O)NC2CCCC2)c2ccncc2)c1 (stereo not drawn)	-1.4%	x	2.8%
Cc1ccc(C(=O)C2CCN(CC(=O)N3CCN(c4ccc(F)cc4)CC3)CC2)cc1	18.4µM*	2.6%	-6.8%
COc1ccc(C)cc1-n1nnnc1SCC(=O)c1ccc2c(c1)OCCO2	u	6.1%	-2.7%[2.35 µM]
CN(Cc1ccco1)C(=O)c1ccc(S(=O)(=O)N2CCCCCC2)cc1	-9.2%	1.7%	x
COc1cc([N+](=O)[O-])ccc1NC(=O)NCc1cccnc1	21.6%	4.4%	-22.3%
CCc1noc(C)c1C(=O)Nc1cc(S(=O)(=O)N2CCOCC2)ccc1N1CCN(CC)CC1	2.0%	x	-3.6%
CCOc1ccccc1NC(=O)Nc1ccc2c(c1)OCO2	2.2%	8.1%	1.5%
CN(C)Cc1ccccc1Sc1cccc2ccccc12	u	0.0%	7.0%
O=C1CCCc2oc3ccc(O)cc3c21	-6.3%	4.7%	-1.5%
O=C(NN=C1CCCC1)C(=O)Nc1cccc(C(F)(F)F)c1	-10.4%	5.1%	5.2%
Cc1ccccc1Oc1cc(NC(=O)CCCn2nc(C)c([N+](=O)[O-])c2C)cc([N+](=O)[O-])c1	u	3.4%	6.7%
COC(=O)c1ccc(Cn2nc(-c3ccc(C)cc3)ccc2=O)cc1	u	4.7%	-10.3%

Structural class: those above with a thiophene ring, fused or not.
SMILES	DT40 TDP1 no CPT	TDP1 block	N370S GC
CCOc1ccc(-n2c(=O)c3c(C)c(C(=O)N(C)C)sc3n(Cc3cc(C)ccc3C)c2=O)cc1	1.4%	-2.5%	x
CC(C)Cn1c(N)c(C(=O)NCc2cccs2)c2nc3ccccc3nc21	20.6µM*	x	u
O=C(NCc1cccs1)C1CCCN(c2nc3ccccc3o2)C1 (stereo not drawn)	-2.6%	7.3%	-5.6%
O=C(Nc1ccc(N2CCN(C(=O)c3ccc(Cl)cc3)CC2)cc1)c1cccs1	8.0%	6.0%	-2.6%
O=C(c1cccs1)n1nc(-c2ccco2)nc1SCc1ccccc1	-11.4%	5.6%	-5.1%
COC(=O)c1sc(-c2ccc(Cl)cc2)cc1NC(=O)CSCC(=O)O	3.0%	2.6%	u
NC(=O)c1ccsc1NC(=O)CSc1nc2ccccc2c(=O)n1CCCO	u	2.6%	u
Cc1ccc(NS(=O)(=O)c2cccc(C(=O)NCC(c3cccs3)N3CCOCC3)c2)cc1 (stereo not drawn)	u	-0.5%	x
Nc1nc2ncc(-c3ccsc3)c(N)n2n1	-15.8%	6.3%	-1.6%
COc1ccc(-n2c(C)cc(C(=O)COC(=O)c3cc(OC)c(OC)cc3NC(=O)c3cccs3)c2C)cc1	u	2.6%	-24.0%
